PG9 binder = binders of HIV-1 gp120 antibody PG9, primary screen, biochemical, TR-FRET; HIV-1 gp120 / PG9 antibody interaction; TR-FRET gp120-PG9 antibody binding; inhibition, % at 6.7 µM; 360,000 tested, 0.43% active; in the data active = inhibition above about 8.5%
FXN GAA850 act = FXN promoter activators, primary screen, cell-based, luciferase luminescence, HEK293 lucGAA850; AID 540364, 2011; 360,000 tested, 0.56% active; activation, % at 6 µM; HEK293 lucGAA850 FXN promoter luciferase reporter, 24 h; percent of 10 µM SAHA response;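 active = activation above the average of all compounds screened plus 3 SD, cutoff fixed separately per campaign, cut at about 7.5% in these data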;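 also: 0% = DMSO wells and 100% = 10 µM SAHA wells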
ssDAF12 agonist = S. stercoralis DAF-12 nuclear receptor activators, primary screen, cell-based, luminescence, HEK293, GRIP1 co-expression, lit1-tk-luc. Nuclear hormone receptor DAF-12 (Strongyloides stercoralis). HEK293 ssDAF-12/GRIP1 lit1-tk-luc reporter; % of 3 µM dafachronic acid response. activation, % at 6.8 µM. 370,000 tested, 1% active;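 active = activation above the mean over all tested compounds plus 3 SD, cut at about 0.9% in these data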;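 also: 0% = DMSO-only wells and 100% = 3 µM delta7-dafachronic acid wells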
SMARCA2 act = SMARCA2 (BRM) function activators, primary screen, cell-based, luminescence, high throughput; MG213 cells, MMTV-luciferase reporter, dexamethasone, overnight; activation, % at 9.1 µM; 370,000 tested, 1% active; AID 652017, 2013; in the data active = activation above about 7.8%;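 also: 0% = vehicle wells and 100% = reference activator wells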
DAX1 inh-1 = DAX1 (NR0B1) inhibitors on StAR promoter, primary screen, cell-based, luminescence, SF-1 (NR5A1), full-length DAX-1 | HEK293T StAR-luciferase reporter, SF-1/DAX-1 repression relief | 370,000 tested, 1.1% active | inhibition, % at 6.8 µM | AID 652010, 2013;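 active = inhibition above the mean over all tested compounds plus 3 SD, cut at about 3.6% in these data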;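 also: 0% = DAX-1 cells with DMSO and 100% = cells lacking DAX-1 with DMSO; higher inhibition means more luminescence from relief of DAX-1 repression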
ADAM17 inh = ADAM17 inhibitors, primary screen, biochemical, QFRET; Disintegrin and metalloproteinase domain-containing protein 17 (Homo sapiens), P78536; AID 720648, 2013; 370,000 tested, 0.83% active; recombinant ADAM17, EDANS/DABCYL FRET peptide cleavage; inhibition, % at 6.95 µM;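 active = inhibition above the mean of compounds lying between control limits plus 3 SD, set per campaign, cut at about 8.5% in these data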;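 also: 0% = DMSO-only wells as the low control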
ADAM10 inh = human ADAM10 inhibitors, primary screen, biochemical, QFRET, HTS; 370,000 tested, 0.62% active; AID 720582, 2013; Disintegrin and metalloproteinase domain-containing protein 10 (Homo sapiens), O14672; recombinant ADAM10, EDANS/DABCYL FRET peptide cleavage, 3 h; inhibition, % at 7 µM;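 active = inhibition above a per-campaign cutoff equal to the mean of compounds falling between control-based bounds plus 3 SD, cut at about 20% in these data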;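 also: 0% = DMSO wells while the 100% control is not disclosed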
hcDAF12 agonist = H. contortus DAF-12 nuclear receptor activators, primary screen, cell-based, luminescence, HEK293, lit1-tk-luc reporter; HEK293 hcDAF-12 lit1-tk-luc reporter; 0% DMSO, 100% Δ7-dafachronic acid; activation, % at 6.8 µM; 370,000 tested, 1.4% active; AID 652067, 2013;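 active = activation above the mean of all tested compounds plus 3 SD, cut at about 5.5% in these data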;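 also: 100% = response to 3 µM Δ7-dafachronic acid high control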
GC-A act = GC-A stimulated cGMP production enhancers – HEK293 GC-A cells, cGMP TR-FRET, EC30 ANP, primary screen; Atrial natriuretic peptide receptor 1 (Homo sapiens), P16066; 0% at EC30 ANP, 100% saturating ANP; activation, % at 10 µM; 370,000 tested, 0.14% active; in the data active = activation above about 40%
Target sequence (P16066 whole entry, looked up): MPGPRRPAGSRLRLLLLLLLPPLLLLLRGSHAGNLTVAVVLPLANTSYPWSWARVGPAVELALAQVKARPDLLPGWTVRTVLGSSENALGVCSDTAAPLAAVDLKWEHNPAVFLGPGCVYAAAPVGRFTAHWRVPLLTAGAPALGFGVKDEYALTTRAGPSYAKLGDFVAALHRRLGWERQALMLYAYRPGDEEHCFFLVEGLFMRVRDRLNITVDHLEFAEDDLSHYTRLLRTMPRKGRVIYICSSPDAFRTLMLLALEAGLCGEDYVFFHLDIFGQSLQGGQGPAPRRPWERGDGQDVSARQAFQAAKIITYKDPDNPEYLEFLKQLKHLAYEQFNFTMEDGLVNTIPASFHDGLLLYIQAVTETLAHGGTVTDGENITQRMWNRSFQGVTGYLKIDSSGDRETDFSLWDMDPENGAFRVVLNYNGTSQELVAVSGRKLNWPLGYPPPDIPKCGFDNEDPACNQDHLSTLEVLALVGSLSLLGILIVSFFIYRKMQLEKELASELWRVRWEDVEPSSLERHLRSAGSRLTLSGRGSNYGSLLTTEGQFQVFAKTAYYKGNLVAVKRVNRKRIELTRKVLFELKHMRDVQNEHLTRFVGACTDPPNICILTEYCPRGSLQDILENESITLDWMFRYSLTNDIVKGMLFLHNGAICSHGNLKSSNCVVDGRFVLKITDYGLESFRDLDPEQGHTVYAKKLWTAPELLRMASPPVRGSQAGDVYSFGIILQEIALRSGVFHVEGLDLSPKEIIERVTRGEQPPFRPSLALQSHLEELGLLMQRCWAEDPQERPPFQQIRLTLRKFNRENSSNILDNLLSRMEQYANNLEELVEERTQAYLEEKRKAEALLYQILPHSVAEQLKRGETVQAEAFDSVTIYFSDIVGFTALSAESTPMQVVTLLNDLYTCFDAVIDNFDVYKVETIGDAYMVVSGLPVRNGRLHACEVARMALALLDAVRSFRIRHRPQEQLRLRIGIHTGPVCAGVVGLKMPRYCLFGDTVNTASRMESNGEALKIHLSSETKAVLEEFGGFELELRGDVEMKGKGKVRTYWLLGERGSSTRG
hgDAF12 agonist = H. glycines DAF-12 receptor agonists, primary screen, cell-based, luminescence, HEK293, GAL4 fusion, UAS-luciferase; Nuclear hormone receptor DAF-12 (Heterodera glycines), GAL4 fusion; HEK293 GAL4-hgDAF12 UAS-luciferase reporter, agonist luminescence; normalized to butyrate control; activation, % at 6.8 µM; 370,000 tested, 1.8% active; AID 687014, 2013;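 active = activation above a cutoff set at the mean of all screened compounds plus 3 SD, cut at about 10% in these data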;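 also: 0% = DMSO wells and 100% = sodium butyrate wells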
DAX1 inh-2 = DAX1 (NR0B1) inhibitors, primary screen, cell-based, HEK293, Gal4-DAX1, luciferase luminescence | Nuclear receptor subfamily 0 group B member 1 (Homo sapiens), P51843 | HEK293 Gal4-DAX1 luciferase reporter | inhibition, % at 6.75 µM | 340,000 tested, 0.99% active | AID 504766, 2011;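 active = inhibition above the mean over all tested compounds plus 3 SD, cut at about 4.2% in these data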;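 also: 0% = DAX1-transfected cells with DMSO and 100% = empty-vector control cells with DMSO; inhibition shows as a rise in luminescence from relieved DAX1 repression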
The depositor's hits bear a star; x = no result given.

SMILES	PG9 binder	FXN GAA850 act	ssDAF12 agonist	SMARCA2 act	DAX1 inh-1	ADAM17 inh	ADAM10 inh	hcDAF12 agonist	GC-A act	hgDAF12 agonist	DAX1 inh-2
COc1cccc(/C=N/Nc2nnc(C)n2N)c1OCc1ccccc1Cl	-2.4	-1.9	-1.3	16*	-2.0	-1	5	-0.5	-3	-5.0	-1.0
CC1CCCCN1CCNC(=O)c1ccc2c(=O)n(Cc3ccc(Cl)cc3)c(=S)[nH]c2c1 (stereo not given)	-4.6	-0.2	-1.4	4	0.4	-1	1	-0.4	0	0.4	0.4
CCOC(=O)C1(C)CCN1C(=O)c1c(F)cccc1F (stereo not given)	0.3	-0.1	-1.3	-1	-0.1	-6	-15	-1.6	4	-0.6	x
COC(=O)c1sc(S(=O)(=O)NC(Cc2ccccc2)C(=O)O)c(C(=O)OC)c1C (stereo not given)	1.6	-0.9	-1.3	-4	1.9	6	-12	0.2	-4	-2.3	0.6
COC(=O)[C@H](CC(C)C)N(CCc1cn(Cc2ccccc2)nn1)S(=O)(=O)c1ccc(F)cc1Br	x	x	-1.8	-5	-0.4	7	17	-2.3	-3	-1.1	x
COc1ccc(-n2c(C)cc(-c3cn4cccc(C)c4n3)c2C)cc1	2.0	1.7	-0.9	3	-0.4	-34	-81	3.0	1	-0.6	0.7
C#CCSc1nccc(-c2nn(-c3ccc(C)cc3)ccc2=O)n1	0.2	-1.1	-1.5	-1	-1.1	-74	-215	-1.3	4	0.6	-1.0
CSc1nc(C)c2c(n1)N(c1cccc(C)c1)CC2	-0.5	0.6	-1.7	1	0.3	-9	-28	-2.3	-4	0.5	1.2
Cc1ccc(NC(=O)Cn2nc(C(F)(F)F)c3c2CCC3)cc1	2.1	-1.7	-0.2	-2	-0.3	-1	4	-2.6	0	-1.0	-1.4
CC(=O)Nc1ccc(-c2csc(NC(=O)CCNC(=O)c3ccco3)n2)cc1	1.4	-0.1	-1.3	-2	-1.2	-6	-10	0.1	-2	-0.7	0.6
COCCCN1C(=O)C(=O)/C(=C(/O)c2ccc(OC(C)C)cc2)C1c1cccnc1 (stereo not given)	10*	-3.4	-1.0	1	0.8	4	-3	-0.5	1	-0.6	0.6
COc1ccccc1CN(C)C(=O)C(NC(=O)Cc1cccc2ccccc12)C(C)C (stereo not given)	1.1	-3.1	-1.9	-3	-0.5	0	-2	-3.0	-6	-2.3	1.1

Shown comma-delimited: part of the list above.
compound,PG9 binder,FXN GAA850 act,ssDAF12 agonist,SMARCA2 act,DAX1 inh-1,ADAM17 inh,ADAM10 inh,hcDAF12 agonist,GC-A act,hgDAF12 agonist,DAX1 inh-2
CC(=O)Nc1ccc(-c2csc(NC(=O)CCNC(=O)c3ccco3)n2)cc1,1.4,-0.1,-1.3,-2,-1.2,-6,-10,0.1,-2,-0.7,0.6
COCCCN1C(=O)C(=O)/C(=C(/O)c2ccc(OC(C)C)cc2)C1c1cccnc1 (stereo not given),10*,-3.4,-1.0,1,0.8,4,-3,-0.5,1,-0.6,0.6
COc1ccccc1CN(C)C(=O)C(NC(=O)Cc1cccc2ccccc12)C(C)C (stereo not given),1.1,-3.1,-1.9,-3,-0.5,0,-2,-3.0,-6,-2.3,1.1

Next section
SMILES	PG9 binder	FXN GAA850 act	ssDAF12 agonist	SMARCA2 act	DAX1 inh-1	ADAM17 inh	ADAM10 inh	hcDAF12 agonist	GC-A act	hgDAF12 agonist	DAX1 inh-2
CCCCNC(=O)C1CC(c2c(Cl)cccc2Cl)=NO1 (stereo not given)	-0.7	-4.5	-1.5	-1	-1.2	-2	-2	-2.3	2	-1.7	-2.0
C=CCOc1ccc(Cl)cc1C(=O)O	1.8	1.3	-1.0	1	-0.3	-10	-6	0.0	1	-2.8	0.1
Cn1c(CNc2cccc(C(F)(F)F)c2)n[nH]c1=S	1.8	0.7	-1.9	-3	1.0	-5	14	-0.8	-3	-2.8	0.3
O=[N+]([O-])c1ccc(Cl)cc1N1CCCCC1	1.7	2.8	-1.4	-6	0.6	-2	-6	-0.8	1	-0.8	1.2
CCOC(=O)N1CCC(NC(=O)c2cc3c(=O)[nH]c4ccccc4c3n2C)CC1	-1.2	1.2	-1.4	1	-0.3	-5	-15	-1.0	5	-1.4	-0.4
C/C=C/C1=CC(=O)C[C@H](c2ccc(OC)c(OC)c2)C1	-0.7	1.5	-1.1	0	-0.3	-1	-7	-2.7	2	1.8	0.0
O=C(O)CC1(c2ccc(F)cc2)C2CC3CC(C2)CC1C3 (stereo not given)	-0.1	2.1	-0.5	0	-0.1	3	2	-0.1	-1	-1.4	0.5
O=C(CCCN1C(=O)C(c2ccccc2)Oc2cccnc21)Nc1cccc(F)c1 (stereo not given)	-1.8	2.2	-1.1	-2	-0.5	4	1	-3.2	-6	-3.9	-0.4
COc1ccc(C(C)=O)cc1COc1cccnc1[N+](=O)[O-]	-2.4	-1.2	-1.1	-1	-0.7	1	1	-1.8	1	6.2	1.2
CC(C)(C)c1ccc(Cn2c(=O)cnc3ccccc32)cc1	-0.6	-9.1	-1.5	-4	-0.5	-3	3	-3.8	-3	-4.9	-0.6
C=CCN1C(=O)C2(OCCCO2)c2ccccc21	2.9	-0.4	-1.6	1	0.2	1	5	-1.0	-2	-0.9	3.1
O=C(Nc1cccc(C(=O)N2CCCC2)c1)c1ccccc1Cl	0.4	1.0	-1.1	-1	-0.8	0	2	0.5	-1	0.9	-0.7
CCC(C)N(C)C1CCN(C(=S)Nc2cccc(OC)c2)CC1 (stereo not given)	0.3	-0.6	-0.9	-2	0.0	-2	-5	-0.7	0	-0.8	0.7
CC1(C2CC2)NC(=O)N(CC(=O)Nc2ccccc2C#N)C1=O (stereo not given)	0.1	-0.3	-0.6	0	0.8	2	6	0.2	-1	-1.4	0.1
COCc1cc(N2CCN(c3ccccc3F)CC2)nc(-c2ccccc2)n1	-1.0	0.3	-1.7	2	-0.7	-5	-3	-2.6	1	-0.3	-0.2
O=C(COc1ccc2c3c(c(=O)oc2c1)CCCC3)NCCCN1CCOCC1	0.6	1.1	-1.5	-4	-3.4	-26	-71	-1.2	-1	-0.1	-0.5
CCn1c(C)cc(C(=O)COC(=O)CNC(=O)c2ccco2)c1C	-0.3	-2.1	-1.0	-3	-0.7	-6	-9	-1.9	-1	0.9	-0.6
COc1ccccc1/C=N/NC(=O)CSc1ccc2ccccc2n1	-1.4	2.6	-0.8	4	0.8	2	12	1.3	-4	3.4	0.9
CC(=O)OC1COC(n2ccc3cc([N+](=O)[O-])ccc32)C(OC(C)=O)C1OC(C)=O (stereo not given)	2.9	0.0	-1.0	-8	-0.7	-2	-3	-0.3	-3	0.4	0.3
O=C(NNC(=O)c1cc(-c2ccccc2)nn1-c1ccccc1)c1ccccc1	-1.7	1.7	-1.2	2	-0.4	3	11	-0.8	-4	-2.4	-0.8
CSc1nc2nc3c(cn2n1)C(=O)CC(c1ccccc1)C3 (stereo not given)	1.7	-0.1	-1.8	-4	-0.1	-2	-5	-1.4	-5	-2.4	0.1
Cc1cn2c(nc1=O)OC1C(O)C(COC(=O)c3ccccc3)OC12 (stereo not given)	1.3	-1.1	-1.0	4	0.2	-1	13	-0.2	7	-0.8	-0.1
O=C(CC1CCCC1)Nc1cc(S(=O)(=O)N2CCOCC2)ccc1O	-0.9	1.0	-1.1	5	1.5	0	-10	-0.8	2	0.8	0.9
COc1ccc(/C=C(/NC(=O)c2ccccc2)C(=O)N2CCCC2)cc1OC	-0.9	1.8	-0.9	4	0.2	0	-1	-0.9	2	0.2	-0.7
Cc1nc([N+](=O)[O-])c(Sc2nc3ccc([N+](=O)[O-])cc3[nH]2)n1Cc1ccccc1	1.5	-11	-2.2	0	0.5	7	10	-3.1	-5	-0.5	-1.4
CC1(N=Cc2cc(Cl)ccc2O)COP(=O)(NC2CCCC2)OC1 (stereo not given)	-0.3	1.9	-0.8	-2	-0.3	-2	-4	0.7	4	0.7	0.7
COC(=O)c1ccc(CSc2nc3c(c(=O)n2-c2ccc(F)cc2)SCC3)o1	-0.6	5.2	-1.2	-2	-0.5	1	1	-2.5	6	0.1	-0.7
Cc1cc(C)cc(NC(=O)C(OC(=O)c2ccc(O)cc2)c2ccccc2)c1 (stereo not given)	-0.1	0.7	-0.8	1	-0.2	2	14	2.1	-17	3.0	-0.6
NS(=O)(=O)c1ccc(CCNC(=O)Cc2c[nH]c3ccccc23)cc1	-2.9	0.6	0.0	0	0.4	4	2	2.2	0	1.8	0.5
CC1c2cc3c(cc2CCN1C(=O)c1ccc(C(F)(F)F)cc1)OCCCO3 (stereo not given)	0.4	0.6	-1.4	-3	-3.0	-3	-10	-2.8	-2	-2.8	-0.2
COCCCN1C(=O)N(c2ccccc2)C(=O)C1CC(=O)Nc1ccccc1 (stereo not given)	3.5	0.4	-1.2	1	-0.3	-7	2	-0.6	4	0.8	0.9
COC(C(=O)N/N=C(\C)c1ccc(C)cc1)c1ccccc1 (stereo not given)	-1.4	0.8	-1.6	1	-0.6	-1	-7	-0.7	3	-1.4	-1.2
COc1ccc(/C=C/C(=O)Oc2cccc(/C=N/NC(=O)Cc3ccc(Br)cc3)c2)cc1	-1.4	2.3	-0.7	5	-0.1	-3	5	0.2	-2	4.9	-0.2
Cc1cc(Br)ccc1OCC(=O)NNC(=O)c1ccc(NC(=O)C2CC2)cc1	0.8	-1.4	-2.4	0	-1.8	-1	-3	-3.1	2	-4.8	1.4
O=C(COc1ccc2c(-c3ccccc3)cc(=O)oc2c1)N1C[C@H]2C[C@@H](C1)c1cccc(=O)n1C2	0.7	-1.3	-2.0	1	-1.6	1	-15	-0.5	4	-1.0	x
COc1ccc2nc(N/C(N)=N/S(C)(=O)=O)nc(C)c2c1	1.2	2.6	-0.2	0	0.4	-76	-243	-0.8	9	1.5	4.6*
Cc1cccc(-n2cnc3cc([N+](=O)[O-])ccc32)c1	0.6	4.4	-1.9	2	-0.2	0	-6	0.1	0	-0.9	-1.6
NC(=O)c1ccccc1NS(=O)(=O)c1cccs1	-0.7	1.9	-0.8	-2	-0.4	-4	6	1.9	-3	1.8	-0.2
COc1cccc(CNc2nc3nc(C)c(Cl)c(=O)n3[nH]2)c1	1.4	-1.1	-0.8	0	0.1	-4	1	-1.7	4	-0.8	2.0

Bioassay records deposited in PubChem BioAssay by several laboratories.
